NIH3T3 tox = cytotoxic compounds in NIH 3T3 cells | NIH 3T3 viability, CellTiter-Glo ATP luminescence, 48-72 h | Potency, µM (series often up to 96.7 µM), for inactives: at the top dose activity change, negative = cytotoxicity, hits mostly inhibitors | actives 4.3% (n = 94,000); note: potency is the fitted concentration of half-maximal effect; nearly all actives have a fitted effect of over 55% in size
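Viability of NIH 3T3 cells after 48 or 72 hr compound treatment at 37 °C was assessed by CellTiter-Glo, with luminescence imaged following a 10 min room-temperature step.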
HEK cytotox = cytotoxic compounds in HEK 293 cells; HEK 293 viability, ATP luminescence (CellTiter-Glo), 48-72 h; Potency, µM (doses to about 115 µM), for the others: at the top dose activity change, negative = cytotoxicity, hits mostly inhibitors; actives 6.6% (n = 94,000); note: potency is the fitted concentration of half-maximal effect; nearly all actives have a fitted effect of over 60% in size
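Cytotoxicity was scored by loss of ATP-coupled luminescence (CellTiter-Glo) in HEK 293 cells. Compound treatment ran 48 or 72 hr at 37 degree Celsius, 5% CO2, 95% humidity.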
IP6K1 inhibitor = blocks human inositol hexakisphosphate kinase 1. AID 1645851. activity change, % (series mostly up to about 58 µM). Q92551. IP6K1 kinase, ADP-Glo luminescence, 2 h; stronger effect = lower value. actives 0.81% (n = 140,000); in the data active = activity change below about -25%
Target sequence (Q92551 whole entry, looked up): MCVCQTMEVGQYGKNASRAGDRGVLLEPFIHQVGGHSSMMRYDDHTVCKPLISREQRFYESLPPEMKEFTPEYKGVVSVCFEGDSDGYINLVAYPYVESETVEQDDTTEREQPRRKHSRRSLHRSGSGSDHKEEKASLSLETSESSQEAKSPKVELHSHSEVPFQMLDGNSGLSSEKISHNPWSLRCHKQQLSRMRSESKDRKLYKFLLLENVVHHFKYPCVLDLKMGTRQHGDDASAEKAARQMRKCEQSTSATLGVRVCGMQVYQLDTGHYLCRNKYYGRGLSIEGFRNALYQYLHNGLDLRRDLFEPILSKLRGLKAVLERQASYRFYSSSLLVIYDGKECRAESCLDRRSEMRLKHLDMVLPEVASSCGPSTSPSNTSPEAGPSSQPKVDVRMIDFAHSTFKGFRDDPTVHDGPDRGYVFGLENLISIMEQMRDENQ
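ADP-Glo luminescence measures ADP made by human IP6K1 during a 2 h RT reaction with ATP/IP6 (mix at 1.3 mM/130 uM); top library doses 57.5 and 19.1 uM final.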
SNCA expr inh = reduces expression of the alpha-synuclein gene; HEK-293 SNCA-luciferase knock-in, luminescence, 24 h; Potency, µM (titrated, usually from 57.2 µM), without a hit: top-dose activity change, negative = inhibition, actives largely listed as inhibitors; actives 0.17% (n = 140,000); AID 1671194;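 note: potency is the fitted concentration of half-maximal effect; plate controls were DMSO cells for no effect and cell-free wells for full effect; nearly all actives have a fitted effect of over 45% in size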
HEK293 viab = counter-screen for SNCA expression inhibitors: cell viability. Potency, µM (doses to about 57.1 µM), without a hit: at the top dose activity change, negative = cytotoxicity, most hits filed as cytotoxic. actives 0.12% (n = 150,000). AID 1671193. HEK-293-SNCA-luc viability, GF-AFC fluorescence, 24 h;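 note: potency is the fitted concentration of half-maximal effect; 0% = DMSO-treated cells and -100% = medium-only wells without cells; nearly all actives have a fitted effect of over 30% in size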
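Cytotoxicity counterscreen: after 24 h compound treatment of genome-edited SNCA-luciferase HEK-293 cells, live-cell protease substrate GF-AFC read by fluorescence after 30 min; activity scaled between DMSO (0%) and medium-only (-100%), curves Hill-fitted.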
FLuc inh = inhibitors of firefly (Photinus pyralis) luciferase; P08659; purified P. pyralis luciferase, luminescence, biochemical; Potency, µM (doses to about 115 µM), for inactives: at the top dose activity change, negative = inhibition, usual class: inhibitors; actives 2.5% (n = 76,000); AID 1347043; note: potency is the fitted concentration of half-maximal effect; nearly all actives have a fitted effect of over 65% in size
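Luminescence read by CCD imaging after purified firefly luciferase (10nM final) was added to substrate buffer holding 10uM D-luciferin and 10uM ATP, pH 7.5, pre-dosed with compound.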
GPT2 inh = blocks human glutamate pyruvate transaminase 2 | Q8TD30 | Recombinant GPT2, coupled pyruvate oxidase/HRP Amplex Red fluorescence | Potency, µM (doses to about 57.7 µM), without a hit: at the top dose activity change, negative = inhibition, actives largely listed as inhibitors | actives 0.25% (n = 100,000) | AID 1671188; note: potency is the fitted concentration of half-maximal effect; nearly all actives have a fitted effect of over 60% in size; many of its hits are not listed in these tables
Target sequence (Q8TD30 whole entry, looked up): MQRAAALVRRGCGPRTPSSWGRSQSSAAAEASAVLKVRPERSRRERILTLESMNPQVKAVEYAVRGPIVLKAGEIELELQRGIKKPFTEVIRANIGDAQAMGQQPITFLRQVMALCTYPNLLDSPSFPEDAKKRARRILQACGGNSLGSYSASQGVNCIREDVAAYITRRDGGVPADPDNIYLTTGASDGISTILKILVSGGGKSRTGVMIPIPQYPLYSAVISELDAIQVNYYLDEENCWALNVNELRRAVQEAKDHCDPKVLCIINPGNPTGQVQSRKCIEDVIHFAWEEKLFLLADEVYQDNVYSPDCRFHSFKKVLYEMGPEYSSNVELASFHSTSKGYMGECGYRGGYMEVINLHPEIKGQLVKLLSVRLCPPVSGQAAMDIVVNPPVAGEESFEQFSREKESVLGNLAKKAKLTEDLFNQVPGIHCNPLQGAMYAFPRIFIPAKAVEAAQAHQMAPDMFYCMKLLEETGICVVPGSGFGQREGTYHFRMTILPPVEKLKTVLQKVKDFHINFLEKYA
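Fluorescence of coupled pyruvate oxidase/HRP/Amplex Red system (50uM Amplex, 30 min, dark) reports pyruvate formed by GPT2. Enzyme reaction: 10ng/uL GPT2, 2mM L-alanine, 250uM a-KG, 30 min room temperature, pH 7.5; 50uM AOA control.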
Active calls of the source: *; [ ] = another dose, or the depositor's remark. Unless noted, calls come from the whole dose curve; as a rule, active = well fitted curve in the direction sought with a large enough effect; inconclusive = small, poorly fitted or top-dose-only effect, or another doubt; inactive = no such curve, though single readings can be large; an effect the other way counts as inactive or inconclusive. Unless noted, % is set by controls: 0 for no effect and ±100 for the full control effect.

How did Cc1cccc(N2CCN(C(=O)C3CCC(CNS(=O)(=O)c4ccc(Br)s4)CC3)CC2)c1C (centres undefined) do in these assays?
IP6K1 inhibitor: 11.2; SNCA expr inh: 36.9%[activator]; HEK293 viab: 2.6%

Results for COc1ccc(S(=O)(=O)N[C@H](C)c2c(-c3ccc(F)cc3)noc2C(=O)O)cc1 ?
NIH3T3 tox: 1.6%[138 µM]; HEK cytotox: -1.2%[172 µM]; IP6K1 inhibitor: 14.3; SNCA expr inh: -23.7%[87.6 µM]; HEK293 viab: 4.1%[87.6 µM]; FLuc inh: -2.1%[172 µM]; GPT2 inh: -4.7%[88.5 µM]

What do the screens show for `O=C(CCCc1ccccc1)NCC1CCCCC(=O)N1` (centres undefined)?
NIH3T3 tox: inactive; HEK cytotox: inactive; IP6K1 inhibitor: -8.1; SNCA expr inh: 6.5%; HEK293 viab: 3.7%; GPT2 inh: -5.9%

How did CNC(=O)CCn1ncc2cc(OCc3ccccc3-c3cccc(C)c3)ccc21 do in these assays?
NIH3T3 tox: 89.1µM*; HEK cytotox: 100µM*; IP6K1 inhibitor: 16.1; SNCA expr inh: 1.1%[87.6 µM]; HEK293 viab: inconclusive; FLuc inh: 44.7µM*; GPT2 inh: inconclusive

What do the screens show for `Cc1noc([C@@H](C)NS(=O)(=O)c2ccc(Cl)cc2)c1C(=O)O`?
NIH3T3 tox: inconclusive; HEK cytotox: -28.4%[172 µM]; IP6K1 inhibitor: 10.4; SNCA expr inh: 11.5%[87.6 µM]; HEK293 viab: 2.2%[87.6 µM]; FLuc inh: -11.2%[172 µM]; GPT2 inh: inconclusive

How did CCC(O)c1cc2n(n1)CCCN(C(=O)CCc1ccsc1)C2 (centres undefined) do in these assays?
NIH3T3 tox: -6.0%; HEK cytotox: 1.9%; IP6K1 inhibitor: -4.7; SNCA expr inh: 17.4%; HEK293 viab: 4.3%; FLuc inh: 0.0%; GPT2 inh: 0.2%

Results for CCCN(CC1CC1)C(=O)C1CCC(=O)N(Cc2ccc(Cl)cc2)C1 (centres undefined) ?
NIH3T3 tox: inconclusive; HEK cytotox: inconclusive; IP6K1 inhibitor: 20.8; SNCA expr inh: -6.3%; HEK293 viab: 6.8%; FLuc inh: 0.5%; GPT2 inh: -11.0%[11.5 µM]

What do the screens show for `COc1ccc(OC)c(NC(=O)c2cc3n(n2)CC(c2ccc(Cl)cc2)OC3)c1` (centres undefined)?
NIH3T3 tox: inactive; HEK cytotox: 3.3%; IP6K1 inhibitor: 15.8; SNCA expr inh: 17.5%; HEK293 viab: -2.8%; FLuc inh: -7.8%; GPT2 inh: inactive

Results for CCc1nc2cccnc2n1-c1ccc(CC(=O)Nc2ccccc2Cl)cc1 ?
IP6K1 inhibitor: 7.7; SNCA expr inh: -3.7%; HEK293 viab: 6.8%

Results for Fc1ccccc1N1CCN(c2nnc(C(F)(F)F)c3nnn(Cc4ccccc4)c23)CC1 ?
IP6K1 inhibitor: 23.1; SNCA expr inh: -20.1%; HEK293 viab: -2.3%

Reprinted from the part before: two compounds; new compounds follow.
Results for CCc1nc2cccnc2n1-c1ccc(CC(=O)Nc2ccccc2Cl)cc1 ?
IP6K1 inhibitor: 7.7; SNCA expr inh: -3.7%; HEK293 viab: 6.8%

Results for Fc1ccccc1N1CCN(c2nnc(C(F)(F)F)c3nnn(Cc4ccccc4)c23)CC1 ?
IP6K1 inhibitor: 23.1; SNCA expr inh: -20.1%; HEK293 viab: -2.3%

Results for COc1ccc(OC)c(CN2CC[C@@H]3OCC(=O)N(c4ccccc4)[C@H]3CC2)c1 ?
NIH3T3 tox: inconclusive; HEK cytotox: inconclusive; IP6K1 inhibitor: -0.2; SNCA expr inh: -10.8%[87.6 µM]; HEK293 viab: -16.9%[87.6 µM]; FLuc inh: -1.1%[172 µM]; GPT2 inh: -11.1%[88.5 µM]

How did CC(=O)Nc1ccc(C(=O)N2Cc3ccccc3OC3(CCN(C(C)=O)CC3)C2)cc1 do in these assays?
NIH3T3 tox: inactive; HEK cytotox: inactive; IP6K1 inhibitor: 4.1; SNCA expr inh: 21.9%; HEK293 viab: -3.8%; GPT2 inh: -10.6%

What do the screens show for `CCCn1nc(C)cc1CN(C)C(=O)[C@@H]1CN(C(C)=O)C[C@H]1c1nc(C)no1`?
NIH3T3 tox: -14.1%; HEK cytotox: -12.4%; IP6K1 inhibitor: 22.8; SNCA expr inh: 25.9%; HEK293 viab: -2.0%; FLuc inh: -3.1%; GPT2 inh: 2.6%

Results for O=C(c1cccc(Cl)c1)N1CCCN(CCn2nc3n(c2=O)CCCC3)CC1 ?
NIH3T3 tox: -20.7%; HEK cytotox: inactive; IP6K1 inhibitor: 10.0

Results for CCCNC(=O)CCCN1C(=O)CCn2nc(-c3cccn3C)cc21 ?
IP6K1 inhibitor: 0.8; SNCA expr inh: -5.0%; HEK293 viab: 14.1%

How did CCN1C(=O)Cc2cc(C(=O)NCc3c(C)cc(C)cc3C)ccc21 do in these assays?
NIH3T3 tox: inconclusive; HEK cytotox: 39.8µM*; IP6K1 inhibitor: -6.1; SNCA expr inh: -27.6%; HEK293 viab: -5.8%; FLuc inh: 5.8%; GPT2 inh: -14.2%

What do the screens show for `CCN1CCN(C(c2ccc(OC)cc2)c2c(O)cc(C)n(Cc3ccco3)c2=O)CC1` (centres undefined)?
IP6K1 inhibitor: 6.6; SNCA expr inh: -15.8%; HEK293 viab: 2.6%

Results for CCCc1ccc(-c2ccc(C(=O)Oc3ccc(Br)cc3)cc2)nc1 ?
IP6K1 inhibitor: -3.3; SNCA expr inh: 91.5%[activator]; HEK293 viab: 6.3%

Results for C[C@@H](NCC1CC1)c1onc(-c2ccc(Cl)cc2)c1C(=O)O ?
NIH3T3 tox: -6.7%[138 µM]; HEK cytotox: 0.5%[172 µM]; IP6K1 inhibitor: -8.7; SNCA expr inh: -3.3%[87.6 µM]; HEK293 viab: 2.2%[87.6 µM]; FLuc inh: 0.4%[172 µM]; GPT2 inh: -2.7%[88.5 µM]

How did CC(C)CC(=O)OCc1cc(=O)n2nc(C3CCCCC3)sc2n1 do in these assays?
IP6K1 inhibitor: 1.6; SNCA expr inh: 17.6%; HEK293 viab: -6.3%

Results for COc1ccc(OC)c(S(=O)(=O)NCc2ccc3c(c2)CCN3C(=O)c2cccc(C)c2)c1 ?
IP6K1 inhibitor: 22.6; SNCA expr inh: -16.5%; HEK293 viab: -15.8%

What do the screens show for `CC(C)C(=O)N1CC[C@H](CO)[C@H](NC(=O)C2CC2)C1`?
NIH3T3 tox: -5.1%; HEK cytotox: 1.5%; IP6K1 inhibitor: 17.5; SNCA expr inh: -27.2%; HEK293 viab: 2.5%[12.5 µM]; FLuc inh: -5.8%; GPT2 inh: inactive

Results for O=C(c1cncc(Cl)c1)N1CCC(c2nn(-c3ccc(F)cc3)c(=O)[nH]2)CC1 ?
NIH3T3 tox: -6.7%; HEK cytotox: -4.3%; IP6K1 inhibitor: 3.9; SNCA expr inh: 1.4%; HEK293 viab: -8.5%; FLuc inh: 5.1%; GPT2 inh: -2.3%

How did O=C(NC1CCCN(c2cc(-c3ccc(Cl)cc3)[nH]n2)C1)c1cccnc1 (centres undefined) do in these assays?
NIH3T3 tox: inconclusive; HEK cytotox: inconclusive; IP6K1 inhibitor: 10.6; SNCA expr inh: -4.2%; HEK293 viab: 0.8%; FLuc inh: inconclusive; GPT2 inh: -0.2%

Results for O=C(NCC1CC1)c1cn(C2CN(C(=O)Cc3cccc(F)c3)C2)nn1 ?
NIH3T3 tox: -5.3%; HEK cytotox: -2.5%; IP6K1 inhibitor: 6.6; SNCA expr inh: -14.8%; HEK293 viab: -1.8%; FLuc inh: 5.1%; GPT2 inh: -7.0%

What do the screens show for `CC1(NC(=O)C2CC2)CN(Cc2nc(-c3ccc(Oc4ccccc4)cc3)cs2)C1`?
NIH3T3 tox: inconclusive; HEK cytotox: 35.5µM*; IP6K1 inhibitor: 4.0; SNCA expr inh: inconclusive; HEK293 viab: -23.0%[87.6 µM]; FLuc inh: inconclusive; GPT2 inh: -9.5%[88.5 µM]

Results for O[C@@H]1C[C@@H](c2nnc3n2CCN(Cc2ccc(F)c(F)c2)C3)N(Cc2ccccc2)C1 ?
NIH3T3 tox: -21.2%; HEK cytotox: -29.1%; IP6K1 inhibitor: -7.5; SNCA expr inh: -23.7%; HEK293 viab: -4.9%[12.5 µM]; FLuc inh: 2.5%; GPT2 inh: inactive

What do the screens show for `CNC(=O)c1cc(C2CC2)nc2c1c(C1CCCN1C(=O)c1ccc(C)cc1)nn2C` (centres undefined)?
NIH3T3 tox: -28.5%; HEK cytotox: -9.4%; IP6K1 inhibitor: -2.5

What do the screens show for `Cc1nc2scc(CC(=O)NCC(C)C)n2c(=O)c1-c1cc(C)n(-c2ccc(F)cc2)n1`?
NIH3T3 tox: -10.2%; HEK cytotox: 1.3%; IP6K1 inhibitor: 25.5; SNCA expr inh: 1.7%; HEK293 viab: -3.6%; FLuc inh: -2.4%; GPT2 inh: inactive

Results for O=C(c1ccc2c(c1)[nH]c(=O)n2C1CCC(O)CC1)N1CCc2ccccc2C1 (centres undefined) ?
NIH3T3 tox: -30.8%; HEK cytotox: -26.0%; IP6K1 inhibitor: 10.2; SNCA expr inh: -23.5%; HEK293 viab: 2.2%; FLuc inh: -1.1%; GPT2 inh: -4.0%

How did O=C1CCN(Cc2ccncc2)CCCC(c2nc(-c3cnccn3)no2)CCN1 (centres undefined) do in these assays?
NIH3T3 tox: -22.8%; HEK cytotox: 3.4%; IP6K1 inhibitor: 14.3; SNCA expr inh: 28.3%; HEK293 viab: -5.5%; FLuc inh: -3.6%; GPT2 inh: inactive

What do the screens show for `O=C(CN1CCCCCCC1)N1CCCC2(CCNC2)C1` (centres undefined)?
NIH3T3 tox: -18.2%; HEK cytotox: inactive; IP6K1 inhibitor: 6.6; SNCA expr inh: 4.4%; HEK293 viab: -5.9%; FLuc inh: -5.7%; GPT2 inh: inactive

Results for Brc1ccc(-c2cc3c(N4CCN(c5ccccc5)CC4)nccn3n2)cc1 ?
IP6K1 inhibitor: -1.1; SNCA expr inh: -0.1%; HEK293 viab: 1.1%

What do the screens show for `O=C(c1ccc(-c2ccc(CO)cc2)nc1)N1CCC(CCc2ccccc2)CC1`?
NIH3T3 tox: inconclusive; HEK cytotox: inconclusive; IP6K1 inhibitor: -4.1; SNCA expr inh: -23.3%; HEK293 viab: -19.7%; FLuc inh: -4.9%; GPT2 inh: inactive

Source: PubChem BioAssay (National Center for Advancing Translational Sciences (NCATS))
